West Nile antiviral: West Nile virus antiviral activity, cell-based, CPE readout (AID 1621) | CPE inhibition, % at 10 µM; hits with a dose series show IC50 in µM | 290,000 compounds, 0.02% hits | West Nile virus-infected cells, CPE inhibition; higher % means a stronger effect; in the data active means a potency from the dose series; further: strong numbers were not always called active
GPR55 beta-arrestin: selective activators of receptor GPR55 – imaging, U2OS cells, beta-arrestin-GFP redistribution, primary screen (AID 1961) | one-dose activation, % at 10 µM; EC50 in µM for titrated hits | U2OS GPR55 beta-arrestin-GFP redistribution imaging; higher % means a stronger effect | 290,000 compounds, 0.048% hits;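 active means activation above 40% with more than 50 cells counted in the well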;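 further: U2OS osteosarcoma cells stably expressing GPR55 and beta-arrestin-GFP; plate controls were DMSO negative control for no effect and LPI positive control for full effect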
GPR35 arrestin U2OS: inhibition of zaprinast-stimulated GPR35 beta-arrestin translocation – imaging, U2OS, beta-arrestin-GFP, zaprinast agonist, primary screen (AID 2058); U2OS GPR35 beta-arrestin-GFP translocation imaging, zaprinast antagonism; higher % means a stronger effect; one-dose inhibition, % at 10 µM; IC50 in µM for titrated hits; 290,000 compounds, 0.052% hits;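 active means inhibition of at least 50% with at least 30 cells and total cytoplasm GFP at most 10,000,000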
Salmonella PhoP GFP: inhibitors of PhoP regulon expression, primary screen, Salmonella Typhimurium, GFP reporter (AID 1863) | S. Typhimurium PhoP-regulated promoter GFP reporter, 4 h; higher % means a stronger effect | inhibition, % at 50 µM; hits with a dose series show IC50 in µM | 300,000 compounds, 0.16% hits;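 active means inhibition over 29.93%, a cutoff 3 SD above the screen mean, later confirmed by dose response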;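 further: 0% = low Mg2+ inducing control and 100% = high Mg2+ repressing control; strong numbers were not always called active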
KOR beta-arrestin-1: kappa opioid receptor activators – cell-based, luminescence, uHTS, primary screen (AID 1777). 280,000 compounds, 0.02% hits. one-dose activation, % at 10 µM; EC50 in µM for titrated hits. KOR beta-arrestin recruitment, luminescence; higher % means a stronger effect; in the data active means activation above about 50%, passing the limit was not always enough; further: a part of the inactive calls stands beside numbers as strong as those of hits
T cell HTS: T cell immune modulation candidate; calls only at 7 µM; 2C CD8+ T cell-vesicle binding, flow cytometry; hits give low values; AID 2052; 330,000 compounds, 0.068% hits;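 active means response, share of CD8 T cells binding vesicles, and their 90th percentile fluorescence all below set limits, cut at about 80% in these data, passing the limit was not always enough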
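Incubation: binding step 1.5 h, 37 °C, antibody labelling 20 min, ice; system: murine 2C transgenic CD8+ T lymphocytes; technique: cytometric PE anti-B7-1 and Alexa647 anti-CD8 signals after 1% paraformaldehyde fixation; also added: QL9-charged Drosophila Ld/ICAM-1/B7-1 vesicles; control set: naked versus QL9-loaded vesicles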
GPR55 LPI antagonism: GPR55 antagonists blocking LPI-driven arrestin recruitment, primary screen, imaging, U2OS, beta-arrestin-GFP, LPI agonist (AID 2013); U2OS GPR55 beta-arrestin-GFP translocation imaging, LPI antagonism; higher % means a stronger effect; one-dose inhibition, % at 10 µM; IC50 in µM for titrated hits; 290,000 compounds, 0.13% hits;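 active means spots per cell inhibited over 60%, with over 100 cells counted and total cytoplasm intensity under 500,000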;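 further: U2OS cells stably carrying GPR55 and arrestin-GFP stimulated by 5 µM LPI near EC80; imaged beta-arrestin-GFP aggregate spots per cell after agonist stimulation; plate controls were LPI-stimulated DMSO wells for no effect and DMSO wells without LPI for full effect; some results filed as inactive read as strong as hits; confirmed hits need IC50 under 10 µM and bright autofluorescent wells are also inconclusive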
NTR1 ag: agonists of NTR1, primary screen, imaging, U2OS cells, beta-arrestin-GFP, high content (AID 493036) | NTR1-U2OS beta-arrestin-GFP spot imaging, agonist mode | activation, % at 20 µM | 330,000 compounds, 0.17% hits;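 active means activation at or above 40% of the spot to cytoplasm intensity ratio, with at least 20 cells analyzed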;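 further: 0% = DMSO without peptide and 100% = 100 nM NTR1 peptide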
Target sequence (P30989 whole entry, looked up): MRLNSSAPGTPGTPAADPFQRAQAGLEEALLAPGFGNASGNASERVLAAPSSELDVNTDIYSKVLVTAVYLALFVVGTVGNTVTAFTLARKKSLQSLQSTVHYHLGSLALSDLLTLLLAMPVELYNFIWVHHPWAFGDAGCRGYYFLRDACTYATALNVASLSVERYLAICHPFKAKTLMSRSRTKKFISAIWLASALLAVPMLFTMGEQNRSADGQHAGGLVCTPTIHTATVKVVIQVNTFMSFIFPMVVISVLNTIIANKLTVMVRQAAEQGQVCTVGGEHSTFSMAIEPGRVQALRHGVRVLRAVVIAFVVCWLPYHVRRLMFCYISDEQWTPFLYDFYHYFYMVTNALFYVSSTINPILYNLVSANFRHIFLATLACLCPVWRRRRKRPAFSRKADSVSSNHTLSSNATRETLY
KOR beta-arrestin-2: KOR antagonists, beta-arrestin recruitment, cell-based, luminescence, uHTS (AID 1778); 290,000 compounds, 0.091% hits; one-dose inhibition, % at 10 µM; IC50 in µM for titrated hits; KOR beta-arrestin recruitment, luminescence, antagonist mode; higher % means a stronger effect; in the data active means inhibition above about 50%; further: strong numbers were not always called active
T cell HTS vesicle-bound %: further read-out of T cell HTS, marked with its call; double positive events, %; measured here: CD8+ vesicle-bound cell fraction;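 binding gate set so that unloaded-vesicle control wells show 10% double positive cells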
NTR1 ag cell count 20 µM: further read-out of NTR1 ag, marked with its call; cell count; measured here: cell count, cytotoxicity flag
Active calls of the source: *; i = inactive; / = not tested or not shown; [ ] = another dose, or the depositor's remark.

Structure,West Nile antiviral,GPR55 beta-arrestin,GPR35 arrestin U2OS,Salmonella PhoP GFP,KOR beta-arrestin-1,T cell HTS,T cell HTS vesicle-bound %,GPR55 LPI antagonism,NTR1 ag,NTR1 ag cell count 20 µM,KOR beta-arrestin-2
CCCCC(=O)NC(=S)NNC(=O)CC,0.8%,-0.2%,8%,3%,1.8%,i,37,7%,0.2,66,-38%
CCc1ccc(NC(=O)c2ccc(F)c(S(=O)(=O)N(CC)c3ccccc3)c2)cc1,-0.4%,0.9%,3%,-14%,-1.0%,i,22,-9%,3.5,33,-2%
O=C(COC(=O)CC1CC2CCC1C2)Nc1ccc(F)cc1 (stereo unspecified),0.2%,0.1%,-11%,-2%,0.4%,i,58,-12%,-2.3,107,-27%
O=C(c1sc2ccccc2c1Cl)N1CCN(c2ncccn2)CC1,-0.4%,0.7%,-8%,-2%,-1.1%,i,40,6%,-1.3,15,18%
COC(=O)c1c(C)oc2ccc(NS(=O)(=O)c3cc(OC)ccc3OC)cc12,0.0%,0.2%,1%,7%,-0.9%,i,38,1%,3.2,59,-32%
CCn1nc(C)cc1C(=O)Sc1ccc(Cl)cc1Cl,0.7%,-0.2%,8%,0%,-4.4%,i,34,9%,2.7,59,11%
COc1ccccc1N(Cc1ccccc1)S(=O)(=O)c1cccc(C(=O)Nc2cc(C)ccn2)c1,-0.4%,0.3%,1%,-5%,2.4%,i,10,18%,-0.1,77,-14%
Cc1ccc(Nc2nc3c([nH]2)c(=O)n(C)c(=O)n3C)cc1,0.1%,0.3%,8%,-13%,2.4%,i,63,4%,2.8,75,-19%
CC(=O)C[C@H]1c2cc(C(F)(F)F)ccc2S(=O)(=O)N1Cc1ccccc1,-0.1%,/,/,-4%,/,i,56,/,27,90,/
COC(=O)c1ccc(NC(=O)Cn2nnc3ccccc32)cc1,0.2%,-0.2%,-3%,3%,-0.6%,i,50,-2%,0.3,44,6%

Given with two lines to a compound: two of the compounds above
Results follow in this order: West Nile antiviral	GPR55 beta-arrestin	GPR35 arrestin U2OS	Salmonella PhoP GFP	KOR beta-arrestin-1	T cell HTS	T cell HTS vesicle-bound %	GPR55 LPI antagonism	NTR1 ag	NTR1 ag cell count 20 µM	KOR beta-arrestin-2
CCc1ccc(NC(=O)c2ccc(F)c(S(=O)(=O)N(CC)c3ccccc3)c2)cc1
    -0.4%	0.9%	3%	-14%	-1.0%	i	22	-9%	3.5	33	-2%
O=C(COC(=O)CC1CC2CCC1C2)Nc1ccc(F)cc1 (stereo unspecified)
    0.2%	0.1%	-11%	-2%	0.4%	i	58	-12%	-2.3	107	-27%

Later entries.
Structure,West Nile antiviral,GPR55 beta-arrestin,GPR35 arrestin U2OS,Salmonella PhoP GFP,KOR beta-arrestin-1,T cell HTS,T cell HTS vesicle-bound %,GPR55 LPI antagonism,NTR1 ag,NTR1 ag cell count 20 µM,KOR beta-arrestin-2
O=S(=O)(c1cccc2nsnc12)N1CCN(Cc2ccccc2)CC1,-1.0%,-0.1%,11%,3%,5.9%,i,24,9%,0.4,67,23%
CCn1cc(/C=C(\NC(=O)c2ccc(C)cc2)C(=O)NCCN2CCOCC2)c2ccccc21,0.7%,-0.2%,-11%,/,1.4%,/,/,9%,1.6,75,-16%
CN(C)CC/C=C1/c2cc(F)ccc2CSc2ccc(F)cc21,1.1%,0.3%,-3%,-13%,2.5%,i,35,2%,-0.5,65,-46%
COc1cc(NC(=O)c2cccc(NC3=NC4CS(=O)(=O)CC4S3)c2)cc(OC)c1OC (stereo unspecified),0.2%,0.6%,-2%,/,-6.8%,i,37,4%,-3.2,59,-9%[20 µM]
Brc1ccc(CNc2ccc3ncccc3c2)cc1,-0.8%,0.3%,-4%,20%,-6.9%,i,15,5%,6.9,42,16%[20 µM]
CC/C(=N\NC(=O)C1CC1)c1cccc(Cl)c1,-0.3%,0.1%,6%,4%,-5.0%,i,48,4%,1.0,55,17%
CSc1c(CC(=O)NCCCO)n(Cc2ccccc2)c2ccccc12,-0.5%,-0.3%,6%,-4%,-3.0%,i,53,-5%,0.6,53,-48%[20 µM]
COc1ccc(CC(NC(C)=O)C(=O)NC2CCN(S(=O)(=O)c3ccc(NC(C)=O)cc3)CC2)cc1 (stereo unspecified),0.1%,0.2%,4%,-6%,1.8%,i,22,-2%,0.2,37,-32%
COc1ccc(Br)cc1CNC(=O)C1CCN(c2nnc(N3CCCC3=O)s2)CC1,-0.1%,0.0%,6%,6%,3.4%,i,27,16%,-1.2,67,-10%
Cc1nnc(N2CCC(C(=O)NC3CCC(C)CC3)CC2)c2nn(-c3ccc(Cl)cc3)c(C)c12 (stereo unspecified),-1.3%,-0.1%,-7%,4%,6.1%,i,28,1%,0.5,60,-48%

Further records
Structure,West Nile antiviral,GPR55 beta-arrestin,GPR35 arrestin U2OS,Salmonella PhoP GFP,KOR beta-arrestin-1,T cell HTS,T cell HTS vesicle-bound %,GPR55 LPI antagonism,NTR1 ag,NTR1 ag cell count 20 µM,KOR beta-arrestin-2
COc1ccc(CCNC2CCN(C)CC2)cc1OC,-0.6%,-0.2%,20%,-8%,-5.3%,i,26,7%,-0.4,65,-28%
CN(C)c1nc(SCC(=O)Nc2ccc(Cl)c(Cl)c2)nc(N2CCOCC2)n1,-0.7%,-0.2%,-18%,0%,-0.6%,i,32,-14%,8.1,38,6%
Cc1c2cnn(CC(=O)NCc3ccccn3)c(=O)c2c(C)n1Cc1ccc(Cl)cc1,-0.8%,0.2%,-7%,-13%,-1.1%,i,53,9%,0.0,69,16%
CCOc1ccc(-c2nc(N)ncc2-c2ccccc2)c(O)c1,-0.6%,-0.2%,4%,-1%,0.5%,i,4,-5%,0.5,91,32%
COC(=O)CCCCC1SCC(NC(=O)c2ccccc2)C1=O (stereo unspecified),-0.3%,-0.1%,14%,1%,-1.6%,i,38,4%,1.3,80,27%[20 µM]
CCn1c2ccc(F)cc2c2nc3ccccc3nc21,-0.3%,0.0%,5%,-10%,-4.0%,i,52,-7%,6.5,35,-7%
Cc1ccc(O)c(-c2cc(-c3ccccc3[N+](=O)[O-])[nH]n2)c1,-0.2%,0.1%,-12%,19%,14%,i,38,27%,6.1,73,12%
O=C(Cc1ccsc1)Nc1ccc(S(=O)(=O)C(F)F)cc1,-0.4%,0.4%,0%,-6%,1.9%,i,44,-2%,3.8,67,15%
CCOc1ccc(S(=O)(=O)N2CCC(C(=O)NCc3ccccn3)CC2)cc1Cl,-0.5%,-0.4%,17%,6%,14%,i,39,-5%,-1.8,42,-34%
Cc1cc(CN2CCCCC2)oc1C(=O)O,-0.2%,-0.1%,23%,1%,8.6%,i,5,4%,0.2,63,5%

One compound at a time, from the list above.
CCOc1ccc(S(=O)(=O)N2CCC(C(=O)NCc3ccccn3)CC2)cc1Cl as listed: West Nile antiviral = -0.5%; GPR55 beta-arrestin = -0.4%; GPR35 arrestin U2OS = 17%; Salmonella PhoP GFP = 6%; KOR beta-arrestin-1 = 14%; T cell HTS = i; T cell HTS vesicle-bound % = 39; GPR55 LPI antagonism = -5%; NTR1 ag = -1.8; NTR1 ag cell count 20 µM = 42; KOR beta-arrestin-2 = -34%
CCn1c2ccc(F)cc2c2nc3ccccc3nc21 as listed: West Nile antiviral = -0.3%; GPR55 beta-arrestin = 0.0%; GPR35 arrestin U2OS = 5%; Salmonella PhoP GFP = -10%; KOR beta-arrestin-1 = -4.0%; T cell HTS = i; T cell HTS vesicle-bound % = 52; GPR55 LPI antagonism = -7%; NTR1 ag = 6.5; NTR1 ag cell count 20 µM = 35; KOR beta-arrestin-2 = -7%

Additional entries
Structure,West Nile antiviral,GPR55 beta-arrestin,GPR35 arrestin U2OS,Salmonella PhoP GFP,KOR beta-arrestin-1,T cell HTS,T cell HTS vesicle-bound %,GPR55 LPI antagonism,NTR1 ag,NTR1 ag cell count 20 µM,KOR beta-arrestin-2
COCCn1c(=O)[nH]c2cc(C(=O)N3CCN(c4ccc(OC)cc4)CC3)ccc2c1=O,-0.8%,0.0%,-4%,3%,5.7%,i,22,3%,-1.7,41,-40%
O=C(CCNS(=O)(=O)c1ccc2c(c1)CCC(=O)N2)NCc1cccnc1,1.5%,-0.1%,7%,-12%,4.0%,i,48,10%,1.4,68,4%
COc1ccc(C(=O)N2CCC(C(=O)Nc3ccc4c(c3)OCCO4)CC2)cc1,0.1%,-0.1%,-12%,7%,2.0%,i,23,9%,-0.7,56,-22%
CSc1cccc(NC(N)=O)c1,0.0%,-0.1%,9%,-10%,-2.8%,i,31,10%,2.3,42,10%
CC(C)n1c(/N=C/c2c[nH]c3ccccc23)nc2ccccc21,0.8%,0.3%,9%,19%,-0.1%,i,23,8%,22,52,8%
CCCNC(=O)Cn1nc(C(F)(F)F)cc1C,0.2%,-0.2%,2%,-9%,/,i,29,-9%,1.8,63,-46%[20 µM]
COc1cc(-c2n[nH]c(=S)n2-c2ccc(C)cc2)cc(OC)c1OC,0.1%,0.0%,0%,6%,/,i,36,8%,0.4,77,-15%[20 µM]
CC(C)COc1ccc(C(=O)Nc2ccc(NC(=O)c3ccco3)cc2)cc1,-0.5%,-0.2%,-5%,3%,2.2%,i,19,8%,0.0,63,8%
COc1ccccc1NS(=O)(=O)c1cc(C(=O)N2CCN(C/C=C/c3ccccc3)CC2)ccc1C,-0.4%,0.0%,-2%,-4%,1.4%,i,65,8%,2.3,60,26%
Nn1c(-c2cccc([N+](=O)[O-])c2)nc2ccccc2c1=O,0.7%,0.2%,-4%,2%,-2.4%,i,21,-1%,0.7,95,6%
COc1ccccc1C(=O)NNC(=O)C1CC=CCC1 (stereo unspecified),-0.8%,-0.2%,9%,4%,-0.7%,i,33,-4%,0.5,64,-3%
